esBAF inh – inhibitors of esBAF chromatin remodeling in mouse ES cells; Bmi1-luciferase knock-in reporter, 24 h; 100% = twice the neutral-well signal; reporter increase, % at 12.5 µM; actives 2% (n = 350,000); AID 602393; in the data active = activation above about 40%; inconclusive = no clear call, values can overlap the other calls;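 note: 0% = median of the plate's neutral control wells and 100% = double that signal; a rise in the Bmi1 reporter signal indicates esBAF inhibition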
RAD54 inh – RAD54 (human) branch migration inhibition | actives 0.14% (n = 360,000) | RAD54 Holliday junction branch migration, FAM/BHQ fluorescence | inhibition, % at 10.4 µM | Q92698;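 active = mean normalized replicate activity at least 40 and at least half of replicates scoring 40 or more; inconclusive = only one of the two criteria met; inactive = mean below 40 and under half of replicates reaching 40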;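 note: 0% = median of neutral control wells and 100% = median of positive control wells; inhibitors cause a drop in the FAM fluorescence signal; in these data hits start at about 50%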
ARNT-TACC3 inh – disrupts binding between human ARNT and TACC3. actives 0.66% (n = 390,000). Q9Y6A5. inhibition, % at 9.99 µM. AlphaScreen His-ARNT PAS-B/GST-TACC3 binding, luminescence; TACC3 fragment carries E629A point mutation;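 active = mean inhibition of replicates at least 50% and at least half of replicates each reaching 50%; inconclusive = half or more replicates reach 50% but mean below 50%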;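 note: 0% = complete ARNT plus TACC3 wells and 100% = ARNT alone without TACC3; many hits fall short of the cut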
CASP6 VEID inh – blocks human caspase-6 cleavage activity. P55212. purified caspase-6, Z-VEID-R110 cleavage fluorescence. inhibition, % at 12.5 µM. actives 0.53% (n = 350,000);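 active = mean inhibition across replicates at least about 35%, with every replicate also reaching that limit, limit read from the data; inconclusive = only one of the two criteria met; inactive = neither criterion met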;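 note: 0% = median of neutral control wells and 100% = no fluorescence left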
Target sequence (P55212 24-179 limits assumed): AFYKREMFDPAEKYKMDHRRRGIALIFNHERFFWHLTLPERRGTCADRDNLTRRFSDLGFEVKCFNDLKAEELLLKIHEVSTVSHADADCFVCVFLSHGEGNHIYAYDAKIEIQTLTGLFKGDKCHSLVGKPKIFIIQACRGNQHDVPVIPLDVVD
Target sequence (P55212 194-293 limits assumed): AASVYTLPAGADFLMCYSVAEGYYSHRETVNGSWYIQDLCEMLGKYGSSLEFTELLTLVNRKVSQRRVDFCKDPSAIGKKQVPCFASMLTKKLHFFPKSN
E-sel inducer – induces E-selectin expression in human endothelial cells; HUVEC E-selectin immunofluorescence imaging; normalized: neutral wells 0, TNF-alpha wells 100; activation, % at 7.58 µM; AID 686992; actives 0.37% (n = 260,000);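 active = mean E-selectin-positive cell signal at least 10% of the positive control, reached in at least 60% of replicates, without over 20% cell loss; inconclusive = no rule given, readout overlaps actives, possibly toxicity-flagged; inactive = the rest, including those meeting only one limit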;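 note: in these data hits start at about 27%; measured in HUVEC primary endothelial cells; signal is the percent of cells scored E-selectin positive by PE staining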
Target sequence (P16581 whole entry, looked up): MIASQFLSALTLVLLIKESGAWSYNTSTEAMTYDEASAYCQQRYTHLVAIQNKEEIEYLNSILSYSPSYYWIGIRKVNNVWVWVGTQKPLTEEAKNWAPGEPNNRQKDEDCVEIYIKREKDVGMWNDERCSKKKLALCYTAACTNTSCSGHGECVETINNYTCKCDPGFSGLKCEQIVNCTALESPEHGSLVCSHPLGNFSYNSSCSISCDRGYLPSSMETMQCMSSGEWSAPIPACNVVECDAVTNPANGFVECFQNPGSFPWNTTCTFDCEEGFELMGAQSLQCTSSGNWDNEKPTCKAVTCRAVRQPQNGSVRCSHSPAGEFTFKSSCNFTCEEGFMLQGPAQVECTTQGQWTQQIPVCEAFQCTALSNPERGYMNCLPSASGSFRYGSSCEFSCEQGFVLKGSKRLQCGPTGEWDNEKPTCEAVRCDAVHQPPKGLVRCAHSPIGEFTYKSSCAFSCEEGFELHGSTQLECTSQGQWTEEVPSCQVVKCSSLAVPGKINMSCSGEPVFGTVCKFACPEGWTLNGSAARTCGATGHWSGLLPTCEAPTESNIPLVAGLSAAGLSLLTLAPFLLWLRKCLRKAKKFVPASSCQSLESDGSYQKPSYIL
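Test system: HUVEC | Signal: Immunofluorescence imaging | Read-out: Percent E-selectin-positive cells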
PglD DTNB – inhibitors of Campylobacter jejuni PglD acetyltransferase | purified PglD enzyme, DTNB colorimetric CoA detection | inhibition, % at 12.5 µM | actives 0.098% (n = 360,000); in the data active = inhibition above about 16%, passing the limit was not always enough; inconclusive = no clear call, values can overlap the other calls; note: strong numbers were not always called active
RAD52 anneal inh – RAD52 (human) annealing inhibition; P43351; recombinant RAD52 DNA annealing, FRET fluorescence; inhibition, % at 18.7 µM; actives 0.46% (n = 360,000); AID 651710;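 active = every replicate showing at least 50% inhibition; inconclusive = mean inhibition at least 50% but not in every replicate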
ERp5 inh – ERp5 (human) disulfide isomerase inhibition; Q15084; ERp5 insulin aggregation, absorbance 650 nm, 90 min; inhibition, % at 9.99 µM; actives 0.05% (n = 350,000); AID 651711;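 active = mean replicate inhibition above about 25%, with every replicate also reaching it, limit read from the data, passing the limit was not always enough; inconclusive = only one of those two criteria met; inactive = neither criterion met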
Starred values were filed as active, the others as inactive; u = inconclusive; x = not tested or not shown.

Abbreviations: A = esBAF inh; B = RAD54 inh; C = ARNT-TACC3 inh; D = CASP6 VEID inh; E = E-sel inducer; F = PglD DTNB; G = RAD52 anneal inh; H = ERp5 inh
> COc1cccc(CNC(=O)[C@H]2[C@H](CO)[C@H]3Cn4c(ccc(-c5cccc(OC)c5)c4=O)[C@H]3N2C)c1
  A = 1 | B = -12 | C = 3 | D = 2 | E = -0.4 | F = -1 | G = 1 | H = 1

> CCOC(=O)Cc1csc(NC(=O)Nc2ccc(C)cc2)n1
  A = x | B = x | C = -1 | D = 5 | E = -0.1 | F = x | G = -10 | H = 5

> COc1ccc(CCN(C)CC(O)c2ccccc2)cc1OC (centres undefined)
  A = x | B = x | C = -6 | D = 2 | E = -1.2 | F = x | G = -9 | H = -3

> Cn1c(=O)c2c(nc(N/N=C/c3ccc(OC(=O)c4ccco4)cc3)n2Cc2ccccc2Cl)n(C)c1=O
  A = 1 | B = -9 | C = 0 | D = x | E = x | F = -4 | G = x | H = x

> CCOc1ccc(N(CC(=O)NCCSc2ccccn2)S(=O)(=O)c2ccc(Cl)cc2)cc1
  A = -5 | B = -4 | C = 0 | D = x | E = -0.1 | F = 2 | G = -10 | H = 5

> CC(C)C(=O)NC(=S)Nc1ccc(S(=O)(=O)NC(C)(C)C)cc1
  A = 2 | B = 8 | C = -4 | D = x | E = x | F = 0 | G = x | H = x

> CCN(CC)S(=O)(=O)c1cc(NC(=O)c2ccc(Br)s2)ccc1C
  A = 37 | B = 1 | C = 3 | D = -2 | E = x | F = -4 | G = -8 | H = 9

> COc1cc(Cl)ccc1OCc1cc(C(=O)NCCCN2CCCC2=O)no1
  A = 6 | B = -12 | C = -70 | D = 2 | E = x | F = 2 | G = -14 | H = 11

> CC(O)CN1CCN(C(=O)CN2C(=O)NC(c3ccccc3)(c3ccccc3)C2=O)CC1 (centres undefined)
  A = -8 | B = -11 | C = 1 | D = -4 | E = x | F = -5 | G = -7 | H = 0

> C[C@@H]1CCCCO[C@H](CN(C)Cc2ccc(Cl)c(Cl)c2)[C@@H](C)CN([C@H](C)CO)C(=O)c2cc(NC(=O)Nc3ccc4c(c3)OCO4)ccc2O1
  A = -1 | B = -16 | C = -9 | D = 2 | E = 0.1 | F = 4 | G = -2 | H = 3

> CC1CCN(C(=O)Cn2nnc(-c3ccc(C(C)C)cc3)n2)CC1
  A = 10 | B = 5 | C = -1 | D = 5 | E = x | F = 4 | G = 0 | H = -4

> COc1ccc(C)cc1NC(=O)CN(C)S(=O)(=O)c1cccs1
  A = -1 | B = -1 | C = 3 | D = x | E = x | F = -1 | G = x | H = x

> N#Cc1ccc(NC(=O)N2CCC(c3nc4c(nnn4Cc4cccc(Cl)c4)c(=O)[nH]3)CC2)cc1
  A = -1 | B = -1 | C = 4 | D = x | E = x | F = -8 | G = x | H = x

> COc1cccc(N(C(=O)C2CSC(=O)C2)C(C(=O)NC(C)(C)C)c2ccncc2)c1 (centres undefined)
  A = x | B = x | C = 19 | D = -1 | E = x | F = x | G = -11 | H = 1

> C[C@H]1CCCCO[C@H](CN(C)C(=O)Nc2ccc(C(F)(F)F)cc2)[C@@H](C)CN([C@@H](C)CO)C(=O)c2cc(NS(=O)(=O)c3ccc(F)cc3)ccc2O1
  A = -5 | B = 3 | C = 9 | D = 0 | E = x | F = 0 | G = -83 | H = -1

> COc1cc(C(=O)Nc2ccc3c(c2)Cc2cc(NC(=O)c4cc(OC)c(OC)c(OC)c4)ccc2-3)cc(OC)c1OC
  A = x | B = 5 | C = -1 | D = x | E = u | F = 5 | G = x | H = x

> CNCC[C@@H](Oc1ccccc1C)c1ccccc1
  A = 3 | B = -5 | C = -3 | D = 1 | E = -0.1 | F = -5 | G = 1 | H = 3

> O=C(NCc1cccnc1)c1ccc(NS(=O)(=O)c2ccc(F)cc2)cc1
  A = -4 | B = 5 | C = x | D = 0 | E = -0.8 | F = 1 | G = -8 | H = -5

> COc1cc2ccc(=O)oc2c(O)c1OCC=C(C)C
  A = 37 | B = -11 | C = 1 | D = 11 | E = x | F = 0 | G = -13 | H = -3

> C[C@H](CO)N1C[C@H](C)[C@@H](CN(C)C(=O)NC2CCCCC2)Oc2cc(C#Cc3ccc(F)cc3)ccc2S1(=O)=O
  A = 19 | B = 4 | C = 4 | D = -3 | E = -3.5 | F = -1 | G = -12 | H = 0

> COc1ccc(C(=O)NC2(C(F)(F)F)N=C3SCCN3C2=O)cc1 (centres undefined)
  A = -2 | B = 6 | C = -4 | D = 5 | E = x | F = -1 | G = -6 | H = 1

> CCC(=O)N1[C@H](CO)[C@@H](c2ccccc2)C12CN(C(=O)c1ccc3c(c1)OCO3)C2
  A = x | B = x | C = x | D = 0 | E = 0.3 | F = x | G = -7 | H = 2

> CC1CCN(C(=O)CSc2nc3[nH]ncc3c(=O)[nH]2)CC1
  A = x | B = x | C = -1 | D = 3 | E = -2.3 | F = x | G = 1 | H = -1

> Cc1ccc(S(=O)(=O)N(C)c2ccc(OC(=O)CN3C(=O)NC4(CCCC4)C3=O)cc2)cc1C
  A = -2 | B = -1 | C = -4 | D = -2 | E = 1.2 | F = 0 | G = -4 | H = -5

> O=C(Nc1cc2c(ccc3ccccc32)oc1=O)C1CCCCC1
  A = 3 | B = 2 | C = -3 | D = 3 | E = x | F = 6 | G = -10 | H = 0

> CCn1c(C(=O)NC2CCC(C)CC2)cc2sccc21 (centres undefined)
  A = 52* | B = 11 | C = x | D = -2 | E = x | F = 14 | G = -16 | H = 3

> Cn1c(SCC(=O)N2CCCc3ccccc32)nnc1-c1ccccc1
  A = -1 | B = -6 | C = -6 | D = -2 | E = x | F = 7 | G = -7 | H = 1

> CC1CC(C)CN(C(=O)CCC(=O)Nc2nnc(C(C)C)s2)C1 (centres undefined)
  A = x | B = x | C = -1 | D = 2 | E = -0.4 | F = x | G = -8 | H = -2

> COc1ccccc1-c1cnc2c(c1)C(=O)N([C@@H](C)CO)C[C@@H](C)[C@@H](CN(C)Cc1ccc(C(=O)O)cc1)O2
  A = -13 | B = 4 | C = 25 | D = 10 | E = -0.8 | F = 0 | G = 9 | H = -6

> CC(C)(C)c1ccc(C(=O)O)c(C(=O)c2ccccc2)c1
  A = x | B = x | C = -3 | D = 1 | E = x | F = x | G = 1 | H = -1

> Cc1ccsc1/C=N\NC(=O)CC(=O)NCc1ccccc1
  A = x | B = x | C = -1 | D = 2 | E = -0.9 | F = x | G = 0 | H = -74

> Cc1cccc(-c2ccc([C@@H]3[C@@H](CO)N4CCCCN(S(=O)(=O)c5ccccc5F)C[C@H]34)cc2)c1
  A = -58 | B = 6 | C = 34 | D = -5 | E = 0.6 | F = 0 | G = 8 | H = -4

> Cc1cc(Br)ccc1NC(=O)C1CCN(S(=O)(=O)c2cnc[nH]2)CC1
  A = 2 | B = -13 | C = 1 | D = 1 | E = -0.1 | F = -1 | G = -7 | H = 9

> COc1cc(OC)cc(-c2n[nH]c(=S)n2-c2ccc3c(c2)OCCO3)c1
  A = x | B = x | C = 18 | D = -2 | E = x | F = x | G = -5 | H = -2

> COCCN(C(=O)C(F)(F)F)C(C(=O)NC1CCCCC1)c1ccco1 (centres undefined)
  A = -2 | B = -9 | C = -3 | D = x | E = x | F = 1 | G = x | H = x

> CCOC(=O)Nc1ccc2c(c1)N(C(=O)CCCl)c1ccccc1[S@]2=O
  A = -2 | B = 2 | C = 5 | D = 4 | E = x | F = 1 | G = 3 | H = -1

> Cc1ccc(COc2coc(CO)cc2=O)cc1
  A = 40 | B = -3 | C = -2 | D = x | E = x | F = -5 | G = x | H = x

> Cc1ccc2c(c1)NC(=O)C(CC(=O)Nc1ccc(CN3CCC(C)CC3)cc1)O2 (centres undefined)
  A = -3 | B = 9 | C = -14 | D = x | E = x | F = -1 | G = x | H = x

> COc1cccc(-c2ccc3c(c2)O[C@@H](CN(C)Cc2ccncc2)[C@H](C)CN([C@@H](C)CO)S3(=O)=O)c1
  A = 4 | B = 6 | C = 23 | D = 1 | E = 0.6 | F = -1 | G = -5 | H = 8

> O=C(O)CC/C(=N\Nc1ccccc1[N+](=O)[O-])c1cccs1
  A = 1 | B = 3 | C = 1 | D = x | E = x | F = 8 | G = x | H = x

> CCOC(=O)/C(C#N)=C\C1=C(N2CCCC2)CC(C)(C)OC1
  A = 2 | B = -7 | C = 9 | D = x | E = x | F = -24 | G = x | H = x

> CCCCCCCCC(=O)N1C(C)CCC1C (centres undefined)
  A = 1 | B = -5 | C = x | D = -2 | E = 0.7 | F = -1 | G = -6 | H = -5

> CCNC(=O)C1CCCN(C(=O)c2ccc(-c3ccccc3)cc2)CC1 (centres undefined)
  A = -1 | B = 14 | C = x | D = -4 | E = x | F = 1 | G = -7 | H = 4

> O=C(NCC(O)CO)[C@]1(Cc2ccccc2)N=C(c2ccc(OCCCO)cc2)O[C@@H]1c1ccccc1 (some centres undefined)
  A = x | B = -2 | C = -7 | D = 4 | E = x | F = 2 | G = -2 | H = 3

> C[C@H]1CN([C@@H](C)CO)C(=O)c2cc(-c3ccccc3F)cnc2O[C@@H]1CN(C)Cc1ccc(F)cc1
  A = -5 | B = -7 | C = 5 | D = 1 | E = 0.6 | F = 0 | G = 7 | H = -6

> C[C@@H]1CCCCO[C@@H](CN(C)C(=O)Nc2ccccc2)[C@H](C)CN([C@@H](C)CO)C(=O)c2cc(NS(=O)(=O)c3ccccc3)ccc2O1
  A = 2 | B = -3 | C = -7 | D = -4 | E = x | F = 1 | G = -33 | H = 4

> O=C(CSc1nnc(-c2ccccc2)o1)Nn1cnnc1
  A = -5 | B = 7 | C = 1 | D = x | E = x | F = 0 | G = x | H = x

> COc1ccc(-n2nc(C(=O)NCC(=O)N(C)Cc3ccccc3)c3ccccc3c2=O)cc1
  A = 1 | B = 14 | C = 0 | D = 0 | E = 0.0 | F = -5 | G = -5 | H = -3

> Cc1cc(C)n(C(C)Sc2ccccc2)n1 (centres undefined)
  A = 1 | B = -7 | C = -5 | D = -1 | E = -0.2 | F = -1 | G = -14 | H = 7

> CCOC(=O)C1NN=C(C(=O)c2ccccc2)C1c1ccccc1 (centres undefined)
  A = x | B = x | C = -8 | D = -2 | E = x | F = x | G = -22 | H = -2

> O=C1N(CN2CCOCC2)c2ccccc2C12OCC(CCl)O2 (centres undefined)
  A = -2 | B = -8 | C = -18 | D = 0 | E = x | F = -3 | G = -9 | H = 9

> CCCc1ccc(-c2cc(N)n[nH]2)cc1
  A = 30 | B = -8 | C = -8 | D = -4 | E = -1.2 | F = 1 | G = -2 | H = -1

Profiles from above. Order of screens: esBAF inh	RAD54 inh	ARNT-TACC3 inh	CASP6 VEID inh	E-sel inducer	PglD DTNB	RAD52 anneal inh	ERp5 inh
Results for COc1cccc(N(C(=O)C2CSC(=O)C2)C(C(=O)NC(C)(C)C)c2ccncc2)c1 (centres undefined) : x	x	19	-1	x	x	-11	1
Results for COCCN(C(=O)C(F)(F)F)C(C(=O)NC1CCCCC1)c1ccco1 (centres undefined) : -2	-9	-3	x	x	1	x	x
Results for CC1CC(C)CN(C(=O)CCC(=O)Nc2nnc(C(C)C)s2)C1 (centres undefined) : x	x	-1	2	-0.4	x	-8	-2
Results for CCOC(=O)Cc1csc(NC(=O)Nc2ccc(C)cc2)n1 : x	x	-1	5	-0.1	x	-10	5
Results for COc1cc(OC)cc(-c2n[nH]c(=S)n2-c2ccc3c(c2)OCCO3)c1 : x	x	18	-2	x	x	-5	-2
